Source: PubChem (The Scripps Research Institute Molecular Screening Center)
phage Ecoli inh = E. coli growth loss with phage present. growth absorbance. 360,000 compounds, 0.26% hits. inhibition, % at 11.9 µM; in the data active = inhibition above about 11%
* hit, by the source's call. This is a subset; rates above refer to the full screens.

How did O=C(NCCN1CCNC1=O)c1ccc2sc([C@H]3C[C@H](O)[C@@H](CO)O3)nc2c1 do in these assays?
phage Ecoli inh: 4.0

Results for CCN=C1NC(c2ccc(F)cc2)C(C(=O)OC)=C(C)N1Cc1cccc(C(F)(F)F)c1 (stereo unspecified) ?
phage Ecoli inh: 2.7

How did Cn1ccc2c(-c3ccc(F)cc3F)cc3c(c21)C1CCC3C1 (stereo unspecified) do in these assays?
phage Ecoli inh: 1.6

How did CCCC(C)(C)C(=O)N1CCC1(C)C(=O)Nc1ccc(OC)c(OC)c1 (stereo unspecified) do in these assays?
phage Ecoli inh: 4.5

Results for COCCNC(=O)C1(C)CCCN(C(=O)c2ccccc2C(F)(F)F)C1 (stereo unspecified) ?
phage Ecoli inh: -0.3

How did C#CCNC(=O)C[C@@H]1C[C@@]2(C(=O)OCC)CCCC=C2N(CCCCCCCC)C1=O do in these assays?
phage Ecoli inh: 1.2

Results for O=C(Nc1ccc2c(c1)OCCO2)C(C1CC1)N1CCN(c2ccc(F)cc2)CC1 (stereo unspecified) ?
phage Ecoli inh: 5.8

What do the screens show for `COC(=O)c1cc2c(c3c4ccccc4n(S(=O)(=O)c4ccccc4)c13)C(=O)N(C)C2`?
phage Ecoli inh: 1.5

Results for COc1cccc(C(C)(O)c2nc(-c3cncnc3)cs2)c1 (stereo unspecified) ?
phage Ecoli inh: 2.5

What do the screens show for `C[C@H](O)[C@@H]1C(=O)N2CCc3c([nH]c4ccccc34)[C@@H]2C[C@@H]1N(C)C(=O)Nc1cccc2ccccc12`?
phage Ecoli inh: 5.0

What do the screens show for `CC(=O)Oc1ccc(Cn2c(C)c(C(=O)NCc3ccc4c(c3)OCCO4)sc2=O)cc1`?
phage Ecoli inh: 3.3

What do the screens show for `COC(=O)C[C@H]1CC[C@@H](NC(=O)Nc2ccc(C(F)(F)F)cc2)[C@@H](CO)O1`?
phage Ecoli inh: 1.4

Results for COc1ccc(C(N)c2csc(Nc3ccc(C(=O)NCCCO)cn3)n2)cc1 (stereo unspecified) ?
phage Ecoli inh: 1.2

How did COCCNc1ncnc2c1ncn2[C@H]1CN(Cc2ccncc2)C[C@@H](CO)O1 do in these assays?
phage Ecoli inh: 0.0

How did CC(C)(C)NC(=O)C(C1CC1)n1c(=O)c(-c2ccco2)nc2ccccc21 (stereo unspecified) do in these assays?
phage Ecoli inh: 4.8

Results for O=C(Nc1ccccc1N1CCOCC1)[C@@H]1O[C@H](CO)[C@H](O)[C@H](O)[C@H]1O ?
phage Ecoli inh: 4.1

How did O=C(CC[C@H]1O[C@@H](n2ccc(=O)[nH]c2=O)[C@H](O)[C@@H]1O)N1CCN(c2ccccn2)CC1 do in these assays?
phage Ecoli inh: 1.3

What do the screens show for `COC(=O)C[C@@H]1CC[C@@H](NC(=O)c2ccccc2F)[C@@H](CO)O1`?
phage Ecoli inh: 0.8

How did O=C1NC[C@H](Cc2ccccc2)N(C[C@@H]2CCCN2C[C@H](Cc2ccc(O)cc2)N2C[C@H](Cc3ccc(O)cc3)N(CC3CCCCC3)C(=O)C2=O)C1=O do in these assays?
phage Ecoli inh: 3.2

How did Cc1cccc(C)c1-n1nnnc1C(c1ccccc1)N1CCN(C/C=C/c2ccccc2)CC1 (stereo unspecified) do in these assays?
phage Ecoli inh: 5.9

Arranged by molar mass (lowest first): part of the list above
What do the screens show for `COC(=O)C[C@@H]1CC[C@@H](NC(=O)c2ccccc2F)[C@@H](CO)O1`?
phage Ecoli inh: 0.8

How did CC(C)(C)NC(=O)C(C1CC1)n1c(=O)c(-c2ccco2)nc2ccccc21 (stereo unspecified) do in these assays?
phage Ecoli inh: 4.8

Results for O=C(Nc1ccccc1N1CCOCC1)[C@@H]1O[C@H](CO)[C@H](O)[C@H](O)[C@H]1O ?
phage Ecoli inh: 4.1

Results for COCCNC(=O)C1(C)CCCN(C(=O)c2ccccc2C(F)(F)F)C1 (stereo unspecified) ?
phage Ecoli inh: -0.3

How did COCCNc1ncnc2c1ncn2[C@H]1CN(Cc2ccncc2)C[C@@H](CO)O1 do in these assays?
phage Ecoli inh: 0.0

Results for COc1ccc(C(N)c2csc(Nc3ccc(C(=O)NCCCO)cn3)n2)cc1 (stereo unspecified) ?
phage Ecoli inh: 1.2

Results for CCN=C1NC(c2ccc(F)cc2)C(C(=O)OC)=C(C)N1Cc1cccc(C(F)(F)F)c1 (stereo unspecified) ?
phage Ecoli inh: 2.7

What do the screens show for `CC(=O)Oc1ccc(Cn2c(C)c(C(=O)NCc3ccc4c(c3)OCCO4)sc2=O)cc1`?
phage Ecoli inh: 3.3

What do the screens show for `C[C@H](O)[C@@H]1C(=O)N2CCc3c([nH]c4ccccc34)[C@@H]2C[C@@H]1N(C)C(=O)Nc1cccc2ccccc12`?
phage Ecoli inh: 5.0

How did O=C1NC[C@H](Cc2ccccc2)N(C[C@@H]2CCCN2C[C@H](Cc2ccc(O)cc2)N2C[C@H](Cc3ccc(O)cc3)N(CC3CCCCC3)C(=O)C2=O)C1=O do in these assays?
phage Ecoli inh: 3.2

Additional records follow.
Results for CCN(Cc1ccccc1)c1cc2c(c3c1ccn3C)C1CCC2C1 (stereo unspecified) ?
phage Ecoli inh: 3.6

How did CCOC(=O)C1(C)CCCN(C(=O)c2ccc3snnc3c2)C1 (stereo unspecified) do in these assays?
phage Ecoli inh: -0.2

How did CCOC(=O)[C@]12CCCC=C1N(Cc1cccc3ccccc13)C(=O)[C@H](CC(=O)N1CCN(C(=O)c3ccco3)CC1)C2 do in these assays?
phage Ecoli inh: 1.5

What do the screens show for `COc1cccc(-c2cnc3c(NC=O)cc(-c4cccc(C(=O)N(C)C)c4)cn23)c1`?
phage Ecoli inh: 1.6

Results for COc1ccc(CCn2cnn3c(=O)c4ccccc4nc3c2=O)cc1OC ?
phage Ecoli inh: 4.5

Results for CCc1ccc(OC2(C)CCN(Cc3ccc(SC)cc3)C2)cc1 (stereo unspecified) ?
phage Ecoli inh: 4.8

Results for CC1(Cc2ccc(S(C)(=O)=O)cc2)C(=O)Nc2ccc(Cl)cc21 (stereo unspecified) ?
phage Ecoli inh: 3.3

How did COc1ccccc1-c1noc2c1C(=O)N(Cc1cn(-c3ccc(Cl)cc3)nn1)CC2 do in these assays?
phage Ecoli inh: 4.2

How did CC1(C(=O)NS(=O)(=O)c2cccc(F)c2)CCN1C(=O)CC1CCCC1 (stereo unspecified) do in these assays?
phage Ecoli inh: 0.8

How did COc1cccc(-c2cnc3c(NC(C)=O)cc(-c4cccc(C(=O)NCCO)c4)cn23)c1 do in these assays?
phage Ecoli inh: 1.8

Results for Cc1cc(Cl)ccc1C(O)c1ncc(-c2ccc(Cl)cc2)[nH]1 (stereo unspecified) ?
phage Ecoli inh: 3.4

What do the screens show for `CCCCCCCCN1C(=O)[C@@H](CC(=O)NCc2ccc(OC)c(OC)c2)C[C@@]2(C(=O)OC)C1=C[C@H](C(C)(C)C)O[C@@H]2C`?
phage Ecoli inh: 2.4

Results for CCOC(=O)N1CCN(C(c2cc3ccccc3o2)c2nnnn2C(C)(C)C)CC1 (stereo unspecified) ?
phage Ecoli inh: 0.9

What do the screens show for `COCCNC(=O)c1ccc(-c2ccc(OC)cc2C)c2ccoc12`?
phage Ecoli inh: 2.8

Results for CCCNC(=O)c1cc(C2CCCCN2C(=O)c2cccs2)on1 (stereo unspecified) ?
phage Ecoli inh: 0.5

Results for COc1ccc(CN2CCC(C)(Oc3ccc(C(C)=O)cc3)C2)c2ccccc12 (stereo unspecified) ?
phage Ecoli inh: 1.6

How did O=C(NC1CCCC1)C1c2ccccc2OCC(=O)N1CCc1ccccc1 (stereo unspecified) do in these assays?
phage Ecoli inh: -0.2

Results for CN1CCN(C(=O)C[C@@H]2CC[C@@H]3[C@H](COC[C@@H](O)CN3Cc3cccc(Cl)c3)O2)CC1 ?
phage Ecoli inh: 2.4

How did CSCCC(C(=O)NC(C)(C)C)n1c(-c2ccccc2)nc2ccccc21 (stereo unspecified) do in these assays?
phage Ecoli inh: 4.0

What do the screens show for `COC(=O)C1=C(C)N(Cc2cccc(C(F)(F)F)c2)C(=NCC2CC2)NC1c1ccccc1C(F)(F)F` (stereo unspecified)?
phage Ecoli inh: 3.8

What do the screens show for `CC(=O)c1ccc(-c2cnc3c(NC=O)cc(-c4cnn(C)c4)cn23)cc1`?
phage Ecoli inh: 1.7

Results for C[C@@H]1CN([C@@H](C)CO)C(=O)CCCn2cc(nn2)CO[C@H]1CN(C)C(=O)c1ccccc1 ?
phage Ecoli inh: 3.0

Results for COc1ccc(-c2coc3c(C(=O)Nc4cccc(NS(C)(=O)=O)c4)cccc23)c(C)c1 ?
phage Ecoli inh: 1.6

Results for O=C(Nc1ccc(F)c(Cl)c1)[C@@H]1O[C@H](CO)[C@H](O)[C@H](O)[C@H]1O ?
phage Ecoli inh: 0.7

Results for CCCCN1C(=O)C(CC(=O)NCCCN(C)C)CC(C(=O)N(C(C)C)C(C)C)=C1C (stereo unspecified) ?
phage Ecoli inh: 0.8

What do the screens show for `CC(=O)c1ccc2c(c1)N(Cc1ccccc1)C(=O)C(C)S2` (stereo unspecified)?
phage Ecoli inh: 1.2

How did COCCNC(=O)c1cc2c(c(-c3cccc(C#Cc4ccc(OC)c(OC)c4)c3)n1)[C@H](CCO)N(S(=O)C(C)(C)C)C2 (stereo partly specified) do in these assays?
phage Ecoli inh: 3.2

Results for O=C(Nc1ccc2c(c1)OCCO2)C1c2ccccc2OCC(=O)N1CCc1c[nH]c2ccccc12 (stereo unspecified) ?
phage Ecoli inh: -1.1

Results for O=C(c1[nH]c(C(F)(F)F)nc1-c1ccccc1)N1CCC(Cc2ccccc2)CC1 ?
phage Ecoli inh: 2.0

Results for CC(C)N(C)c1ncnc2c1ncn2[C@H]1CN(Cc2ccc(-c3ccccc3)cc2)C[C@@H](CO)O1 ?
phage Ecoli inh: 1.4

What do the screens show for `COc1cccc(CNC(=O)[C@H]2CCCN2C(=O)[C@H]2CCCN2C(=O)c2cccs2)c1`?
phage Ecoli inh: -2.2

Results for CCc1nc2c(OCCOc3ccc(F)cc3)cccn2c1N(C)C(=O)CC(C)C ?
phage Ecoli inh: 0.3

How did COc1ccc(C(NC(=O)C2CCN(Cc3ccc(Oc4ccccc4)cc3)CC2)c2ccccc2C)cn1 (stereo unspecified) do in these assays?
phage Ecoli inh: 5.3

What do the screens show for `COC(=O)c1cc(=O)nc(NN=Cc2ccc(C)cc2)s1`?
phage Ecoli inh: 0.5

How did O=C(NC(c1ccccc1)c1ccc2ccccc2n1)C1CCN(CCOc2ccc(Cl)cc2Cl)CC1 (stereo unspecified) do in these assays?
phage Ecoli inh: 5.5

Results for CCCCN1CC(COCc2ccccc2)Oc2cccc(NCc3cc(OC)c(OC)c(OC)c3)c2S1(=O)=O (stereo unspecified) ?
phage Ecoli inh: -0.4

Results for COc1ccc(NC(=O)C(c2ccc(C(F)(F)F)cc2)n2c(=O)c(-c3cc4ccccc4[nH]3)nc3ccccc32)cc1 (stereo unspecified) ?
phage Ecoli inh: 4.3

What do the screens show for `CC(C)C[C@H]1CN([C@@H](Cc2ccccc2)CN2CCC[C@@H]2CN2C(=O)C(=O)NC[C@@H]2Cc2ccc(O)cc2)C(=O)C(=O)N1CC1CCCCCC1`?
phage Ecoli inh: 4.0

How did CC(=O)N1CCc2cc(NC(=O)C3(C)CCN3Cc3ccccc3Cl)ccc21 (stereo unspecified) do in these assays?
phage Ecoli inh: 1.4

What do the screens show for `CCCCN(C)c1c(C)nc2ccc(C(=O)NCc3ccc(OC)cc3)cn12`?
phage Ecoli inh: -0.5

What do the screens show for `CCNC(=O)C1(C)CCN(Cc2cccc(C(F)(F)F)c2)C1` (stereo unspecified)?
phage Ecoli inh: 2.2

Results for COc1cccc(Nc2nc(C(N)Cc3ccc(C(F)(F)F)cc3)cs2)n1 (stereo unspecified) ?
phage Ecoli inh: 5.3

What do the screens show for `CCOC(=O)C1=C[C@@H](C(C)C)N(S(=O)(=O)c2ccc(C)cc2)[C@H]1c1ccccc1F`?
phage Ecoli inh: 3.4

What do the screens show for `Cc1cc2oc(=O)cc(CN3CCCC3)c2cc1C`?
phage Ecoli inh: 1.5

What do the screens show for `COP(=O)(OC)OC(C(=O)c1ccccc1)c1ccccc1` (stereo unspecified)?
phage Ecoli inh: 5.0

What do the screens show for `CC1(C(=O)O)CCN1C(=O)c1cccc(C(F)(F)F)c1` (stereo unspecified)?
phage Ecoli inh: 1.5

Results for Cc1cccc(C)c1NC(=O)C(c1cccc2ccccc12)n1c(=O)c(-c2cc3ccccc3[nH]2)nc2ccccc21 (stereo unspecified) ?
phage Ecoli inh: 1.2

How did COC(=O)[C@@]12C[C@@H](CC(=O)NCC34CC5CC(CC(C5)C3)C4)C(=O)N(Cc3ccccc3)C1=CCC(C)(C)C2 do in these assays?
phage Ecoli inh: 3.9

How did Cc1cc(Br)cn2c(Cc3cccc(F)c3)c(-c3cccc(Cl)c3)nc12 do in these assays?
phage Ecoli inh: 0.6

What do the screens show for `CNc1cncc(-c2ccc(OC)cc2OC)n1`?
phage Ecoli inh: 3.7

How did COc1cc(C(=O)N2CCCCC2c2cc(C(=O)N3CCOCC3)no2)cc(OC)c1C (stereo unspecified) do in these assays?
phage Ecoli inh: 3.0

What do the screens show for `CC(=O)Nc1ccc(C(=O)N2CCCCC2c2cc(C(=O)Nc3cccc4c3CCCC4)no2)cc1` (stereo unspecified)?
phage Ecoli inh: -0.5

How did O=C1c2ccccc2C(c2nnnn2Cc2ccccc2)N1CCc1ccc(O)cc1 (stereo unspecified) do in these assays?
phage Ecoli inh: 0.2

How did Cc1ccc(-c2cnc(C(O)c3cc(C)cc(C)c3)[nH]2)cc1 (stereo unspecified) do in these assays?
phage Ecoli inh: 17*

Results for CCC(c1nnnn1-c1ccc2c(c1)OCCO2)N1CCN(c2ccccc2OC)CC1 (stereo unspecified) ?
phage Ecoli inh: 3.3

How did COc1ccc(C2=Nc3ccccc3N(C(=O)c3ccc4c(c3)OCO4)C2C(=O)NCc2ccccc2)cc1 (stereo unspecified) do in these assays?
phage Ecoli inh: 1.3

What do the screens show for `CC(C)(C)c1cccc(N/C(=C\C(=O)c2ccccc2)c2ccccc2)c1`?
phage Ecoli inh: 0.5

How did COc1ccc(NC(=O)c2cccc3c(-c4cnn(C)c4)coc23)cc1 do in these assays?
phage Ecoli inh: 3.0

Results for CC1C(=O)CC2C3(C)CCC2(C(C)C(=O)O)C(=O)C13 (stereo unspecified) ?
phage Ecoli inh: 2.2

Results for COc1ccc(C(C)(O)c2nc(-c3cccc(O)c3)cs2)cc1 (stereo unspecified) ?
phage Ecoli inh: 0.1

Results for COCCCN1C(=O)C(CC(=O)NC(c2ccccc2)c2ccccc2)CC(C(=O)N2CCCCCC2)=C1C (stereo unspecified) ?
phage Ecoli inh: 3.1
